# Assay outcomes: PubChem, Southern Research Specialized Biocontainment Screening Center
# M. tuberculosis: growth inhibition of non-replicating M. tuberculosis (AID 488890). Mycobacterium tuberculosis non-replicating, growth inhibition; higher % means a stronger effect. inhibition, % at 25 µM; hits with a dose series show IC50 in µM. 320,000 compounds, 0.39% hits; in the data active = a potency from the dose series; inconclusive = inhibition mostly from about 82% at the one dose, without a potency; inactive = the rest, 99 in 100 with inhibition below about 76%;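 also: plate controls were DMSO cells for no effect and high antibiotic wells for full effect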
# H1N1 NS1A inhibition: NS1A inhibition, H1N1 influenza, cell based functional assay (AID 504329); inhibition, % at 12.5 µM, or IC50 in µM where a hit was titrated; NS1A functional cell-based assay, percent inhibition; higher % means a stronger effect; 340,000 compounds, 0.3% hits; in the data active = a potency from the dose series; inconclusive = inhibition above about 27% without an active follow-up result; also: strong numbers were not always called active
# PhoP GFP inhibition: Inhibition of PhoP regulon, Salmonella typhi GFP reporter cells, confirmation, 4 h (AID 1850). Salmonella Typhi PhoP-promoter GFP reporter, fluorescence, 4 h; higher % means a stronger effect. inhibition, % at 50 µM, or IC50 in µM where a hit was titrated. 310,000 compounds, 0.33% hits; in the data active = a potency from the dose series; inconclusive = inhibition mostly from about 25% at the one dose, without a potency; inactive = the rest, 99 in 100 with inhibition below about 19%;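 also: 0% = induced wells with vehicle and 100% = uninduced wells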
# H37Rv inhibition: M. tuberculosis growth inhibition, HTS (AID 449762). M. tuberculosis H37Rv growth inhibition, 7H9 media; higher % means a stronger effect. inhibition, % at 25 µM, or IC50 in µM where a hit was titrated. 330,000 compounds, 0.59% hits; in the data active = a potency from the dose series; inconclusive = inhibition above about 70% without an active follow-up result;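 also: bacterial growth assessed after seven days of incubation; strong numbers were not always called active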
# VEEV TC-83 Vero: inhibitors of VEEV TC-83 cytopathic effect, confirmation, Vero cells (AID 588727); Vero cells, VEEV TC-83 cytopathic effect inhibition; higher % means a stronger effect; inhibition, % at 20 µM, or IC50 in µM where a hit was titrated; 350,000 compounds, 0.13% hits; in the data active = a potency from the dose series; inconclusive = inhibition mostly from about 14% at the one dose, without a potency; inactive = the rest, 99 in 100 with inhibition below about 12%; also: strong numbers were not always called active
# VEEV TC-83 Vero 10K pilot screen: second read-out of VEEV TC-83 Vero, no call of its own (marks repeat the call); inhibition, %; measured here: 10K pilot screen inhibition
# An asterisk follows results filed as active; i = inactive; ? = inconclusive; . = no result given.
SMILES,M. tuberculosis,H1N1 NS1A inhibition,PhoP GFP inhibition,H37Rv inhibition,VEEV TC-83 Vero,others
CC(=O)NC1C(Oc2ccccc2C)OC(CO)C(O)C1O (configuration not stated),-18%,-2%,1%,-10%,i,
C[C@H](CO)N1C[C@H](C)[C@@H](CN(C)S(C)(=O)=O)Oc2ccc(NC(=O)C3CC3)cc2C1=O,-4%,-11%,.,6%,i,
O=S1(=O)CC(NCc2ccccc2)C(Nc2ccccc2)C1 (configuration not stated),6%,-2%,-8%,-3%,1.5%,
Fc1ccc(COc2ccc(Br)cc2CNCC2CCCO2)cc1 (configuration not stated),52%,-4%,11%,6%,i,
CCN1C(=O)CSC1=NC1C2CC3CC(C2)CC1C3 (configuration not stated),23%,-1%,12%,2%,5.9%,
O=C(Cc1coc(-c2ccc(F)cc2)n1)NC1CCCCC1,13%,4%,4%,3%,0.6%,
O=C1NC(=O)C2(C(=O)N1)C(c1ccc(F)cc1)NC(=S)NC2c1ccc(F)cc1 (configuration not stated),-6%,1%,-11%,-7%,0.5%,
CCC(C(=O)NCCc1ccc(S(N)(=O)=O)cc1)c1ccccc1 (configuration not stated),-1%,3%,12%,-9%,i,
CCCN(CCC)CC(O)CN(c1cc([N+](=O)[O-])ccc1OC)S(=O)(=O)c1ccccc1 (configuration not stated),13%,-2%,-4%,-6%,i,
COc1cc(NC(=O)c2cc(-c3ccccc3)on2)cc(OC)c1OC,23%,-3%,1%,-14%,0.6%,
COc1cc(CNCCCN2CCOCC2)ccc1OCC(=O)NC(C)(C)C,-4%,3%,-1%,8%,i,
Cc1sc2ncnc(N3CCC(C(=O)Nc4nnc(SCc5ccccc5F)s4)CC3)c2c1C,-3%,3%,-4%,4%,5.9%,
Cc1cc(N)n(-c2ccc3ccccc3c2)n1,13%,-10%,-3%,8%,0.6%,
CC(C(=O)Nc1ccccc1)N1CCN(C(=O)c2ccco2)CC1 (configuration not stated),16%,0%,.,-2%,0.3%,
COc1ccc(-c2nc(SCC(=O)NC3CCCC3)c(-c3ccc(OC)cc3)[nH]2)cc1,56%,-11%,5%,70%,7.8%,
O=[N+]([O-])/C=C/c1cc2ccccc2[nH]1,33%,0%,95µM*,4%,46%,
COc1ccc(/C=C/c2nc3ccccc3n2C)cc1,73%,-22%,-7%,7%,i,
O=C(c1ccc(Cl)s1)N1CCN(S(=O)(=O)c2ccc(Cl)cc2)CC1,4%,-2%,.,-1%,0.1%,
COc1ccc(NC(=O)C(CC(C)C)NC(=O)C2CCC(C)CC2)cc1 (configuration not stated),8%,4%,-9%,-2%,i,
CCN1CCN(C(=O)CN(Cc2ccccc2)S(C)(=O)=O)CC1,100%,0%,-8%,-4%,0.3%,
Cc1ccc2nc(N(CCCN(C)C)C(=O)CN3C(=O)c4ccccc4C3=O)sc2c1,-5%,-11%,15%,0%,0.9%,
CCN1CCN(Cc2c(O)ccc3c(=O)c(-c4ccc(OC)c(OC)c4)c(C(F)(F)F)oc23)CC1,9%,-7%,10%,-2%,i,
Oc1c(C(c2cccs2)N2CCOCC2)sc2ncnn12 (configuration not stated),15%,-3%,14%,-5%,0.5%,VEEV TC-83 Vero 10K pilot screen=0.8
COc1cccc(NC(=O)CSc2nnc(-c3cccs3)n2C)c1,7%,-4%,-13%,-1%,0.9%,
COc1cc([N+](=O)[O-])ccc1NC(=S)Nc1cc(C(=O)OC(C)C)cc(C(=O)OC(C)C)c1,79%,-3%,-10%,12%,i,
CCn1c2ccccc2c2cc(/C=N/O)ccc21,3%,4%,1%,3%,7.6%,
CC(=O)c1cccc(NC(=S)NCCc2ccc(F)cc2)c1,?,2%,-13%,2%,2.0%,
CC(=O)c1cccc(NC(=O)c2sc(Cl)nc2C)c1,14%,4%,3%,6%,i,
COC(=O)c1ccc(CON2C(=O)c3ccccc3C2=O)cc1,-10%,-6%,-2%,1%,0.4%,VEEV TC-83 Vero 10K pilot screen=0.0
Cc1ccc(CNC(=O)CCCn2c(=O)c3ccccc3n(CC(=O)NCc3ccco3)c2=O)cc1,7%,5%,-3%,-1%,0.2%,

# An excerpt from above in order of SMILES length, highest first.
SMILES,M. tuberculosis,H1N1 NS1A inhibition,PhoP GFP inhibition,H37Rv inhibition,VEEV TC-83 Vero,others
COC(=O)c1ccc(CON2C(=O)c3ccccc3C2=O)cc1,-10%,-6%,-2%,1%,0.4%,VEEV TC-83 Vero 10K pilot screen=0.0
CC(=O)c1cccc(NC(=S)NCCc2ccc(F)cc2)c1,?,2%,-13%,2%,2.0%,
CC(=O)c1cccc(NC(=O)c2sc(Cl)nc2C)c1,14%,4%,3%,6%,i,

# The results go on:
SMILES,M. tuberculosis,H1N1 NS1A inhibition,PhoP GFP inhibition,H37Rv inhibition,VEEV TC-83 Vero,others
Cc1ccccc1/C=C/C1=NCCN1,11%,4%,1%,-7%,0.4%,
O=C(Nc1ccc(F)c(Cl)c1)C1CC(=O)n2c(nc3ccccc32)N1 (configuration not stated),7%,3%,0%,-9%,0.1%,
COC(=O)C1[C@H]2C(=O)N(Cc3cccs3)C[C@]23C=C[C@H]1O3 (some centres not stated),-16%,-1%,1%,0%,2.1%,
Cn1c(SCC(=O)Nc2ccc(Br)cc2F)nnc1-c1ccco1,45%,-15%,11%,2%,1.6%,
Nc1ccc(C(=O)N(CCO)CCO)cc1,-19%,0%,9%,-10%,0.6%,
Fc1ccccc1CSc1nncn1NCc1cccs1,0%,-4%,2%,-6%,i,
CC(=O)c1ccc(NC(=O)CSc2ccc(-c3sc(C)nc3C)nn2)cc1,34%,-7%,12%,3%,7.8%,
O=C1CC(C2CCCO2)C(=O)N1c1cccc(Cl)c1 (configuration not stated),-14%,3%,2%,-7%,i,
N#C/C(=C\c1ccc(-c2ccc(C(=O)O)cc2)o1)C(=O)NCC1CCCO1 (configuration not stated),-3%,0%,-7%,-1%,0.5%,
CC(C)CC(=O)/C(=C/c1ccc(N(C)C)cc1)n1cncn1,-1%,17%,-18%,3%,i,

# The final 4 compounds of the part before lead into the next:
SMILES,M. tuberculosis,H1N1 NS1A inhibition,PhoP GFP inhibition,H37Rv inhibition,VEEV TC-83 Vero,others
CC(=O)c1ccc(NC(=O)CSc2ccc(-c3sc(C)nc3C)nn2)cc1,34%,-7%,12%,3%,7.8%,
O=C1CC(C2CCCO2)C(=O)N1c1cccc(Cl)c1 (configuration not stated),-14%,3%,2%,-7%,i,
N#C/C(=C\c1ccc(-c2ccc(C(=O)O)cc2)o1)C(=O)NCC1CCCO1 (configuration not stated),-3%,0%,-7%,-1%,0.5%,
CC(C)CC(=O)/C(=C/c1ccc(N(C)C)cc1)n1cncn1,-1%,17%,-18%,3%,i,
CN1C(=S)N(c2cccnc2)C(=O)/C1=C\c1ccc(N(C)C)cc1,.,>100µM*,.,.,1.1%,
CN(C(=O)Cc1noc2ccccc12)c1ccccc1,-16%,-2%,-3%,-1%,0.1%,
Cc1cccc(CN2CCN(C3CCCC3)C(CCO)C2)n1 (configuration not stated),-19%,-1%,-7%,-5%,0.0%,
Cc1cc(C)cc(N(CC(=O)NCCSCc2ccccc2)S(C)(=O)=O)c1,3%,-2%,7%,-1%,2.9%,
COc1ccc(N(C(=O)c2cccnc2)S(=O)(=O)c2cccc([N+](=O)[O-])c2)cc1,-8%,-3%,30%,-7%,1.4%,
Cc1ccc(NC(=O)c2ccc(NCCN)c([N+](=O)[O-])c2)cc1Cl,69%,3%,-12%,-1%,3.2%,
COc1ccc(NS(=O)(=O)c2ccc(N/N=C(\C)c3ccncc3)c([N+](=O)[O-])c2)cc1,16%,10%,-6%,-3%,6.9%,
COc1nccnc1NS(=O)(=O)c1ccc(N)cc1,.,2%,.,.,0.3%,
C/C(=N/NS(=O)(=O)c1ccccc1)c1ccc(NC(=O)C2CC2)cc1,9%,1%,-14%,22%,0.6%,
O=C(CS(=O)(=O)c1ccc(Cl)cc1)NCc1ccccc1,20%,-21%,-2%,0%,i,
CC1CC(=O)N(c2ccc(N(C)Cc3ccccc3)c([N+](=O)[O-])c2)C1=O (configuration not stated),9%,6%,4%,-2%,1.8%,
COc1ccc(C(NC(=O)CC(C)C)c2c(O)ccc3ccccc23)cc1 (configuration not stated),0%,5%,-5%,2%,0.1%,
COc1ccc2[nH]c(=O)c(CN(Cc3ccco3)Cc3nnnn3Cc3ccccc3)cc2c1,7%,-5%,13%,-3%,0.8%,
Cc1ccc(-n2cc(CN3CCNC(=O)CC3)c(-c3cccc(C)c3)n2)cc1,7%,-7%,11%,65%,6.5%,
Cc1cccc(N2CCN(C(=O)C3CCCN(S(=O)(=O)c4cnc[nH]4)C3)CC2C)c1 (configuration not stated),15%,-11%,1%,-5%,0.7%,
O=C(Nc1cc(C(F)(F)F)ccc1Cl)C(=O)N1CCCCC1,-10%,-3%,-16%,1%,0.8%,
CC(C)(C)C(=O)NC(=S)N1CCOCC1,0%,-7%,-5%,-1%,0.4%,
Cn1nccc1C(=O)N1CCCC(C(=O)c2ccc(Oc3ccccc3)cc2)C1 (configuration not stated),29%,10%,0%,28%,2.8%,
COC(=O)Cn1nc(-c2ccc(C)cc2)c2ccccc2c1=O,29%,2%,-6%,51%,1.2%,
COc1ccc(C(=O)NCc2ccccc2)cc1Br,45%,-8%,6%,0%,i,
O=S1(=O)c2cccc3cccc(c23)N1Cc1ccc(-c2nnco2)cc1,8%,-15%,9%,1%,7.2%,
COC(=O)c1ccc(CNC(=O)C2CCC(=O)N(CCCc3ccccc3)C2)cc1 (configuration not stated),10%,9%,-17%,-10%,1.3%,
CN(C)S(=O)(=O)c1ccc2c(c1)nc(CCC(=O)NCC1CCCCC1)n2C,16%,-6%,-9%,-10%,1.9%,
COC(=O)c1ccc(CSc2ncnc3sc(C)c(C)c23)o1,?,2%,18%,-4%,0.9%,
COc1ccc(C(=O)Nc2ccccc2C(=O)O)cc1Cl,65%,-5%,-6%,3%,0.9%,
CC(C)(C)NC(=O)C(c1ccccn1)N(C(=O)C1CSC(=O)C1)c1ccc(F)cc1 (configuration not stated),-15%,9%,-7%,-4%,1.0%,
Nn1c(Cc2ccccc2F)nnc1SCC(=O)Nc1cccc(S(=O)(=O)NC2=NCCCCC2)c1,-11%,-5%,12%,-4%,0.6%,
COC(=O)c1nc2ccccn2c1F,50%,4%,0%,5%,0.3%,
Cc1cccc(N2C(=O)CC(N(O)c3ccccc3)C2=O)c1 (configuration not stated),45%,7%,5%,-7%,2.9%,
Cc1ccc(Nc2ncnc(N)n2)cc1C,2%,6%,0%,5%,4.1%,
Cc1ccc(S(=O)(=O)N2CCCCC2)c(C)c1NS(C)(=O)=O,-6%,2%,2%,-2%,1.4%,
O=C(NCc1ccc(F)cc1)c1cccs1,78%,3%,-5%,9%,i,
COc1ccc(C2=NOC(C(=O)NC3CCCCC3)C2)cc1OC (configuration not stated),2%,-3%,6%,-3%,1.0%,
O=C(NC(Cc1ccccc1)C(=O)O)C1CCN(S(=O)(=O)c2ccccc2C(F)(F)F)CC1 (configuration not stated),-2%,-2%,2%,-10%,1.2%,
C=CCn1c(O)c(C=Nc2c(C)n(C)n(-c3ccccc3)c2=O)c(=O)[nH]c1=O,-12%,-17%,15%,-16%,2.6%,
NS(=O)(=O)c1ccc(CNC(=S)NC(=O)c2ccco2)cc1,15%,12%,.,8%,0.3%,
CC(=O)N1CN(C2CC(C)(C)NC(C)(C)C2)Cc2c1sc1c2CCCC1,8%,-1%,-5%,-4%,1.8%,
CCOC(=O)c1csc(Nc2nc3ccc(F)cc3s2)n1,?,-9%,-3%,28%,13%,
CC(=O)N1N=C(c2ccccc2)CC1c1ccccc1[N+](=O)[O-] (configuration not stated),72%,-4%,-4%,3%,1.4%,
O=C(NC1=NCCS1)c1ccc(N2CCCC2=O)cc1,-15%,-15%,12%,-3%,0.7%,
O=C1NCN(c2ccccc2)C12CCN(c1nnnn1-c1ccccc1)CC2,29%,14%,1%,-2%,6.8%,
O=C(CC1CCCC1)NNC(=O)c1ccc(Br)cc1,13%,-5%,.,-3%,2.6%,
CC(C)(C)[C@@H]1COC(=O)[C@H](Cc2ccc(F)cc2)CC/C=C\C[C@@H](CC(=O)N(CCO)Cc2ccccc2)C(=O)N1,65%,3%,.,-3%,1.7%,
COCCNC(=O)c1ccc(CS(=O)(=O)c2ccc(OC)cc2)o1,-10%,3%,-13%,0%,0.2%,
CCOC(=O)Cn1c(-c2cccnc2Cl)nc2cc(Cl)c(Cl)cc21,22%,-6%,8%,6%,1.2%,
Cc1cccc(C)c1NC(=S)Nc1ccc(F)cc1,53%,-3%,-14%,4%,i,
O=C(Nc1nnc(-c2ccncc2)o1)c1ccccc1F,.,7%,0%,-5%,0.4%,
